Growth percent in the NCI-60 one-dose screen (48 h, 10 µM unless noted): 100 = growth as untreated, 0 = no growth, -100 = all killed.
MALME-3M: MALME-3M melanoma | actives 5.8% (n = 78,000)
UACC-257: UACC-257 melanoma. actives 4.4% (n = 78,000)
SK-MEL-2: SK-MEL-2 melanoma. AID 1794763. actives 4.7% (n = 77,000)
HS 578T: HS 578T breast cancer; actives 4.1% (n = 78,000)
T-47D: T-47D breast cancer; actives 5% (n = 79,000)
LOX IMVI: LOX IMVI melanoma. actives 7.4% (n = 79,000)
BT-549: BT-549 breast cancer | actives 4.4% (n = 78,000)
UACC-62: UACC-62 melanoma. actives 5.4% (n = 81,000)
* hit, by the source's call; nt = no result given; & = joins results of further samples; [ ] = remark or other dose. How the source made its calls: active means growth percent below 10; inactive means the rest.

SMILES	MALME-3M	UACC-257	SK-MEL-2	HS 578T	T-47D	LOX IMVI	BT-549	UACC-62
CC(C)Cc1ccc(C(C)C(=O)NCc2ccc(Cn3c(=O)sn(-c4ccccc4)c3=O)cc2)cc1 (configuration not stated)	97	100	102	90	nt	96	90	96
Cc1csc(N=Nc2ccc(N(C)C)cc2)[n+]1[O-]	73	94	113	95	94	100	100	99
Nc1c(C(=O)Nc2cccc3ncccc23)sc2nc3c(cc12)CN(Cc1ccccc1)CC3	76	69	57	77	41	89	71	53
COc1ccc(C2CCCCC2)cc1	97	112	nt	97	112	104	nt	94
CCCCSc1nc(NCCc2c[nH]c3ccccc23)c(C#N)c(-c2ccccc2)n1	87	81	74	40	-0.1*	-34*	70	72
O=c1n(Cc2ccc(Cn3cnn(-c4ccccc4)c3=O)cc2)cnn1-c1ccccc1	113	102	94	99	nt	nt	99	80
CCCCCCCCC(CO)CCCCCC (configuration not stated)	nt	91	117	104	101	97	97	101
OCc1ccccc1C(c1ccc(O)cc1)c1ccc(O)cc1	106	114	97	80	70	102	89	107
C#CCOc1ccc2ncnc(NCc3cccc(NC(=O)CCl)c3)c2c1	57[8.25 µM]	64[8.25 µM]	40[8.25 µM]	50[8.25 µM]	33[8.25 µM]	47[8.25 µM]	47[8.25 µM]	32[8.25 µM]
CCN(CC)c1ccc(-c2cc(-c3cc(OC)c(OC)c(OC)c3)nc(N3CCOCC3)c2C#N)cc1	-13*	-24*	nt	56	22	-77*	39	-58*

Copied from the results shown (2 entries):
SMILES	MALME-3M	UACC-257	SK-MEL-2	HS 578T	T-47D	LOX IMVI	BT-549	UACC-62
CCCCSc1nc(NCCc2c[nH]c3ccccc23)c(C#N)c(-c2ccccc2)n1	87	81	74	40	-0.1*	-34*	70	72
O=c1n(Cc2ccc(Cn3cnn(-c4ccccc4)c3=O)cc2)cnn1-c1ccccc1	113	102	94	99	nt	nt	99	80

Next part.
SMILES	MALME-3M	UACC-257	SK-MEL-2	HS 578T	T-47D	LOX IMVI	BT-549	UACC-62
CCCCCCCCOc1ccc(/C=N/Nc2cc(C)nc3ccc(Br)cc23)cc1	41	84	96	64	81	22	96	93
Cn1c(=O)c2c(nc(Br)n2CCC(=O)Nc2ccccc2)n(C)c1=O	105	nt	100	100	96	94	98	nt
Cc1ccc(N=Nc2c(N)nn3cc(-c4nc5ccccc5s4)c(N)nc23)cc1	90	106	105	95	91	101	107	98
CN(C)COC(=S)SC(=O)Oc1ccc(Cl)cc1	103	82	89	100	95	102	118	89
CCOc1ccccc1NC(N)=S	90	97	109	102	87	102	104	85
CS(=O)(=O)Nc1ccc(C(=O)CC2(O)C(=O)Nc3ccc(F)cc32)cc1 (configuration not stated)	101	106	110	103	96	98	104	99
N#C/C(=C\c1ccc([N+](=O)[O-])cc1)c1ccccc1	106	68	88	107	57	94	83	86
COc1cc(-c2nc(C(=O)Nc3ccc(Cl)cc3)nn2-c2ccc(F)c(F)c2)cc(OC)c1OC	94	89	92	77	62	97	80	82
COc1ccc(-c2coc3ccc4ccccc4c3c2=O)cc1OC	113	113	95	113	92	91	102	88
CCN(CC)CCCC(C)Nc1nc(C)cc(COC)n1 (configuration not stated)	nt	100	102	102	97	99	100	101
COC(=O)CCC(=O)NCCc1c[nH]c2ccccc12	104	98	104	110	144	103	103	93
Cc1ccc(Nc2cc(C)nc(N)n2)cc1	100	111	96	110	101	96	114	103
COc1ccc(/C=C/C(=O)C(CC2CCC2)C(=O)/C=C/c2ccc(OC)c(OC)c2)cc1OC	-14*	-17*	-17*	25	-5.5*	-75*	-24*	-66*
CC(NC(=O)c1ccc2ccccc2n1)C(=O)O (configuration not stated)	91	97	110	nt	102	nt	112	95
CSc1nc(N(C)C)c2[nH]c(Cl)nc2n1	100	92	97	111	94	97	99	99
CN1C(=O)/C(=C\c2c(Cl)cccc2Cl)c2ccccc21	79	87	98	82	90	83	99	71
Cc1c(O)cnc2nn(-c3ccccc3)c(=N)n12	124	nt	95	127	100	102	108	106
CCOC(=O)c1sc(NCC(=O)Nc2cccc([N+](=O)[O-])c2)c(C(=O)OCC)c1C	-64*	-6.8*	-24*	-10*	-11*	nt	-19*	-72*
COC(=O)Cc1cc(O)cc2oc(-c3cc(Cl)cc(OC)c3OC)cc(=O)c12	93	107	103	105	136	92	105	87
Cc1nn(C(=O)c2ccc([N+](=O)[O-])cc2)c2c1nnc1ncccc12	103	99	103	100	90	93	97	98
CCNc1nc2ccccc2c2c(=O)c3cc(F)cc(Cl)c3sc12	98	102	109	99	81	97	98	95
O=C(O)c1cc(S(=O)(=O)Cl)cc(S(=O)(=O)Cl)c1	103	107	112	107	114	94	109	108
COc1cc(C2C(C(=O)OCc3ccccc3)=C(C)Nc3nc4ccccc4n32)cc(OC)c1OC (configuration not stated)	-17*	30	48	14	56	12	14	2.0*
N#CCCc1c(O)ccc2ccccc12	149	105	nt	115	104	105	nt	105
CCCCN(CC)CCCCCCCCCCN1CCCc2cc(OC)ccc21	-29*	103	93	nt	94	15	89	nt
O=C(Cc1ccccc1)NCO	100	nt	106	102	97	93	119	98
CC(C)(C)c1ccc(C2=NN(c3ccc(S(C)(=O)=O)cc3)C(=O)CC2)cc1	74	94	104	71	79	84	90	88
CCOC(=O)CC1CSC(N/N=C/c2cc(OC)c(OC)c(OC)c2)=N1 (configuration not stated)	104	92	99	93	95	97	108	91
C=CCn1c(SCC(=O)c2ccc(Br)cc2)nnc1-c1c[nH]c2ccccc12	91	108	115	106	97	nt	106	83
Cn1cnc([N+](=O)[O-])c1S(=O)(=O)Nc1ccccc1	99	95	101	101	73	90	100	91
C=CCC(=O)N[C@H](/C=C/C(=O)O)Cc1ccc(-c2cc(Cl)cc(Cl)c2)cc1	100	nt	101	97	81	97	92	87
CC(C)CN(C(=O)c1ccc(Cl)cc1)c1c(N)n(CC(C)C)c(=O)[nH]c1=O	102	103	96	85	105	102	nt	89
CCNCCCCCCNc1cc(OC)cc2cccnc12	107	127	141	105	85	100	145	108
CC(C)CC[n+]1cccc(C(=O)c2ccccc2)c1	95	112	108	109	97	97	101	112
CC(C)(CO)C(O)C(=O)NCCS(=O)(=O)Nc1ccc(Br)cn1 (configuration not stated)	92	101	116	94	96	99	92	103
O=C(CCCSCCCC(=O)N/N=C/c1ccccc1)N/N=C\c1ccccc1	103	110	113	111	98	102	115	95
Nc1ccc(O)c(C(=O)O)c1	116&109&109	110&109	122&124&110	112	106&104&95	100&84	93&111&76	84&102&91
CCOC(=O)C(Cc1ccc(C)cc1)n1cc(-c2ccccc2)nn1 (configuration not stated)	106	87	105	91	88	98	110	97
O=C1C2C3C=CC(C3)C2C(=O)N1c1ncc([N+](=O)[O-])s1 (configuration not stated)	nt	95	89	96	109	nt	103	103
S=c1[nH]nc(SCc2ccccc2)c2[nH]cnc12	121	104	118	130	97	101	127	102
CCN(CC)CCCC(C)Nc1c(C)cnc2ccc(C)cc12 (configuration not stated)	107	111	116	97	115	90	nt	99
O=C(O)CCCC1(C(=O)O)CCCC1	110	95	112	nt	104	108	109	108
COc1ccc(/C=C2\Cc3cc(F)ccc3C2=O)cc1OC	105	101	103	105	45	96	85	102
COc1cc(NCC(C)(O)CN(CC(C)C)CC(C)C)c2nc(C)ccc2c1 (configuration not stated)	94	93	97	84	7.6*	87	92	68
Cc1cccc(C)c1Nc1nc(Nc2cnc3ccccc3c2)c2[nH]cnc2n1	109	91	99	78	64	80	72	81
OC(COc1ccccc1Cl)CN1CCCCC1 (configuration not stated)	nt	102	102	116	104	98	nt	102
COc1cccc(N(CCO)CCO)c1OC	95	101	110	102	105	103	105	96
O=C(CCCC(=O)NCc1ccc(Cl)cc1Cl)NCc1ccc(Cl)cc1Cl	103	78	104	95	86	97	102	80
Cc1cccc(Cl)c1NC(=O)NCCCN1CCOCC1	96&100	100	104	113&106	110&103	93&101	104&95	100&102
NS(=O)(=O)c1ccc(CCn2c(SCC(=O)N/N=C/c3ccccc3O)nc3ccccc3c2=O)cc1	62	56	14	38	49	44	54	49

The results go on:
SMILES	MALME-3M	UACC-257	SK-MEL-2	HS 578T	T-47D	LOX IMVI	BT-549	UACC-62
COc1ccc2c(c1)c(-c1cc(N)n3nc(-c4cn(C)c5ccc(OC)cc45)cc3n1)cn2C	98	110	133	110	96	105	117	100
O=C(CCc1ccc(-c2ccccc2)o1)Nc1ncc(Cc2ccc(F)cc2)s1	102	107	110	88	91	95	99	82
O=C(NCN1C(=O)c2cccc3cccc(c23)C1=O)N1CCN(CCO)CC1	103	91	81	100	79	98	105	97
Cc1nn(-c2nc(-c3ccc(C(F)(F)F)cc3)c(SC(C)C)s2)c(C(=O)O)c1-c1cccc(F)c1	96	83	87	89	79	45	67	70
COc1cc2ncnc(Nc3ccc(F)c(Cl)c3)c2cc1OCC(=O)N1CCN(c2ccccc2)CC1	96	107	102	94	77	94	106	93
Cc1nn(-c2ccccc2)c2nc(N3CCOCC3)c(C#N)cc12	120	127	101	101	89	87	103	104
N#CC1=C(N)Oc2c(sc3c(Br)cccc23)C1c1ccc(Br)cc1 (configuration not stated)	60	41	8.8*	14	23	22	48	21
O=C1NC(CCc2nc3ccccc3c(=O)[nH]2)C(=O)Nc2ccccc21 (configuration not stated)	103	110	104	110	92	95	99	92
CCCCN(CCCC)c1ccc(C(=O)O)cc1	74	nt	83	109	95	99	97	103
CC(=O)Oc1ccccc1OC(C)=O	95	76	85	116	81	72	52	88
Cc1cc(C(=O)Nc2sc3c(c2C(N)=O)CCC(=O)C3)ccn1	110	111	112	95	104	100	115	99
c1ccc(CN2CCc3c(sc4ncnc(N5CCCCC5)c34)C2)cc1	104	104	nt	106	87	102	137	93
O=C(O)c1c[nH]c2ccccc2c1=O	92	112	95	112	89	97	101	101
O=C(NCc1ccccc1)C(Cl)Cl	101	102	96	105	102	101	122	93
CS(=O)(=O)c1ccc(-c2nc3ccccc3n2CC(=O)NO)cc1	113	94	103	103	100	95	111	90
Cc1nc2cccc(NCCCCC(=O)NO)c2c(=O)n1-c1ccccc1	23	43	56	55	55	76	87	32
Clc1nc(Cl)c2ncn(-c3ccccc3)c2n1	48	67	18	12	51	0.4*	86	69
Fc1cccc(-c2ccc(F)cc2F)c1	108	112	107	105	108	99	109	103
Cc1cc(N=C2NC(=O)/C(=C/c3cc(C(C)(C)C)c(O)c(C(C)(C)C)c3)S2)n[nH]1	19	4.8*	-28*	-3.2*	3.3*	1.1*	-1.8*	8.9*
COc1ccc(C(=O)C(O)c2ccccc2)cc1 (configuration not stated)	93	nt	120	88	94	95	100	nt
OCCNCCN=C1CCC(=NCCNCCO)CC1	72	91	79	86	79	87	nt	80
Clc1ccc(/C=C/c2nc(Nc3ccc(Cl)cc3)c3ccccc3n2)cc1	105	99	106	103	91	97	107	93
Cc1coc(NS(=O)(=O)c2ccc(N=Nc3c(N)nc(N)nc3N)cc2)c1C	93	92	101	105	120	95	109	101
COc1ccc(Br)c(C=O)c1O	86	113	111	96	96	88	106	102
Cc1ccc(C(C)C)c2c1CC[C@](C)(O)[C@H]2O	116	nt	95	106	93	96	114	96
CCSc1nc(NC)c2cc(-c3ccc(C(F)(F)F)cc3)ccc2n1	97	106	98	101	91	106	94	93
COc1ccc(C(=O)COc2ccc(/C=C3\CSc4ccccc4C3=O)cc2)cc1	94	91	79	114	95	94	92	81
O=C1CC(N2C(=O)/C(=C/C(Cl)=C\c3ccc([N+](=O)[O-])cc3)SC2=S)C(=O)N1c1ccc(O)cc1 (configuration not stated)	-39*	-5.9*	-9.7*	15	17	-84*	-17*	-63*
Cc1nn(-c2ccc(Cl)cc2)c(=O)n1CCN1CCOCC1	59	73	61	43	78	82	62	83
COc1cc(Nc2ccnc3ccc(Br)cc23)cc(OC)c1OC	47	38	nt	nt	41	32	54	30
COc1ccccc1CNCCCN1C(=O)c2ccc3c4c(ccc(c24)C1=O)C(=O)N(CCCN)C3=O	-94*	-92*	-57*	-13*	-43*	-61*	-43*	-90*
C=C1CCC2C3(C)COC(C)(C)OC3CCC2(C)C1CC(Sc1ccccc1)C1=CCOC1=O (configuration not stated)	95	95	94	83	76	79	nt	81
Nc1ccc(NC(=S)Nc2ccccc2)cc1	129	96	100	115	97	108	158	108
CCOC(=O)N/N=C/c1cc(Br)ccc1O	137	100	116	nt	118	104	106	107
N#CSc1c[nH]c2ccc(/C=C/C(=O)/C=C(/C=C/c3ccc4[nH]cc(SC#N)c4c3)OB(F)F)cc12	-33*	-30*	-30*	27	-7.7*	-91*	-10*	-43*

Entries listed so far with fluorine (10):
SMILES	MALME-3M	UACC-257	SK-MEL-2	HS 578T	T-47D	LOX IMVI	BT-549	UACC-62
CS(=O)(=O)Nc1ccc(C(=O)CC2(O)C(=O)Nc3ccc(F)cc32)cc1 (configuration not stated)	101	106	110	103	96	98	104	99
COc1cc(-c2nc(C(=O)Nc3ccc(Cl)cc3)nn2-c2ccc(F)c(F)c2)cc(OC)c1OC	94	89	92	77	62	97	80	82
CCNc1nc2ccccc2c2c(=O)c3cc(F)cc(Cl)c3sc12	98	102	109	99	81	97	98	95
COc1ccc(/C=C2\Cc3cc(F)ccc3C2=O)cc1OC	105	101	103	105	45	96	85	102
O=C(CCc1ccc(-c2ccccc2)o1)Nc1ncc(Cc2ccc(F)cc2)s1	102	107	110	88	91	95	99	82
Cc1nn(-c2nc(-c3ccc(C(F)(F)F)cc3)c(SC(C)C)s2)c(C(=O)O)c1-c1cccc(F)c1	96	83	87	89	79	45	67	70
COc1cc2ncnc(Nc3ccc(F)c(Cl)c3)c2cc1OCC(=O)N1CCN(c2ccccc2)CC1	96	107	102	94	77	94	106	93
Fc1cccc(-c2ccc(F)cc2F)c1	108	112	107	105	108	99	109	103
CCSc1nc(NC)c2cc(-c3ccc(C(F)(F)F)cc3)ccc2n1	97	106	98	101	91	106	94	93
N#CSc1c[nH]c2ccc(/C=C/C(=O)/C=C(/C=C/c3ccc4[nH]cc(SC#N)c4c3)OB(F)F)cc12	-33*	-30*	-30*	27	-7.7*	-91*	-10*	-43*

Assay outcomes: PubChem BioAssay, NCI
